Bioassay records from PubChem BioAssay.
IL1B NFkB inh: inhibitors of IL-1B driven NFkB p65 nuclear import, primary screen, imaging, HUVEC, IL-1B stimulus, high-content imaging | 94,000 compounds, 0.43% hits | HUVEC IL-1B NFkB p65 nuclear translocation imaging | inhibition, % at 2 µM;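 active = inhibition above about 30% together with a positive call from visual inspection of the well image, limit read from the data; inconclusive = inhibition above a set limit but visual check negative; inactive = inhibition not above a set limit, visual check negative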;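 note: nuclear over cytoplasmic p65 intensity ratio measured by imaging; 0% = IL-1B stimulated DMSO wells and 100% = unstimulated DMSO wells; values of inactives mirror those of a sister screen read the other way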
Bcl-B displacement: displacers of TR3 peptide from Bcl-B, primary screen, selectivity assay for Bfl-1 inhibitor project, biochemical, fluorescence polarization | Bcl-2-like protein 10 (Homo sapiens) | FP displacement of FITC-TR3 peptide from Bcl-B; higher % means a stronger effect | one-dose displacement, % at 20 µM; IC50 in µM for titrated hits | 96,000 compounds, 0.11% hits;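 active = displacement above 50% at 20 µM plus a fluorescence interference ratio under 1.5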;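 note: plate controls were wells without compound for no effect and wells lacking Bcl-B protein for full effect; a part of the inactive calls stands beside numbers as strong as those of hits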
MRP reversal: reversal of MRP1-mediated doxorubicin resistance, primary screen, H69AR cells, doxorubicin co-treatment. 85,000 compounds, 0.04% hits. H69AR cells + 2 uM doxorubicin, CellTiter-Glo, 72 h. differential viability (reversal), % at 10 µM;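 active = viability drop by adding the cancer drug above about 55%, with treated viability meeting a 40% cutoff, limit read from the data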;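 note: viability without doxorubicin minus viability with 2 µM doxorubicin for each compound; larger differential means the compound sensitizes cells more to doxorubicin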
PLAP inhibition: PLAP enzyme inhibitors, biochemical, luminescence, HTS (AID 690); purified PLAP, luminescent substrate; higher % means a stronger effect; 96,000 compounds, 0.08% hits; Alkaline phosphatase, placental type (Homo sapiens); inhibition, % at 20 µM; hits with a dose series show IC50 in µM; in the data active = a potency from the dose series; inactive = the rest, 99 in 100 with inhibition below about 30%; note: strong numbers were not always called active
NFkB transloc pot: enhancers of NFkB p65 translocation in HUVEC – imaging, IL-1B stimulus, high-content imaging, primary screen | activation, % at 2 µM | 94,000 compounds, 0.3% hits | HUVEC IL-1B NFkB p65 nuclear translocation imaging;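 active = activation above 40%, about the mean plus 3 SD, also judged a hit on visual image review; inconclusive = activation above 40% but not a hit on visual review; inactive = activation not above 40% and no visual hit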;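 note: percent activation is computed from the nuclear over cytoplasmic p65 intensity ratio; values of inactives mirror those of a sister screen read the other way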
MRP reversal cytotoxicity: also measured in MRP reversal; calls as there; viability, %; H69AR cells, CellTiter-Glo, 72 h; measured here: cytotoxicity without doxorubicin
MRP reversal with doxorubicin: second read-out of MRP reversal, no call of its own (marks repeat the call); viability, %; measured here: viability with 2 uM doxorubicin; stronger effect = lower value
IL1B NFkB inh cell count 2 µM: second read-out of IL1B NFkB inh, no call of its own (marks repeat the call); cell count; measured here: cells passing quality filter;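 raw number of nuclei counted in each imaged well without normalization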
NFkB transloc pot cell count 2 µM: second read-out of NFkB transloc pot, no call of its own (marks repeat the call); cell count; measured here: cells passing quality filter
* marks the source's active call; other numbers are inactive results; ? = inconclusive; · = not tested or not shown. The list is partial; count on the stated rates, not on these rows.

SMILES | IL1B NFkB inh | IL1B NFkB inh cell count 2 µM | Bcl-B displacement | MRP reversal | MRP reversal cytotoxicity | MRP reversal with doxorubicin | PLAP inhibition | NFkB transloc pot | NFkB transloc pot cell count 2 µM
Cn1ccnc1SCc1cn2cc(Br)ccc2n1 | -9 | 109 | -6% | -16 | 89 | 105 | 9% | 9 | 109
COc1ccc(C2N(C(=O)N3CCOCC3)CCN2S(=O)(=O)c2ccc(C)cc2)cc1 (stereo not drawn) | 0 | 67 | 7% | 2 | 100 | 98 | -20% | 0 | 67
O=C(CSc1nnnn1-c1ccccc1)NCc1cccs1 | -12 | 176 | 10% | -1 | 83 | 84 | 8% | 12 | 176
CCC1(C)Cc2c(sc3nnn(Cc4ccccc4Cl)c(=O)c23)CO1 (stereo not drawn) | -10 | 110 | -6% | · | · | · | -12% | 10 | 151
COC(=O)c1c(NC(=O)c2ccc(C)cc2)sc(Cc2ccccc2)c1C | 1 | 123 | -5% | · | · | · | 0% | -1 | 123
O=C(C1CCC(N2C(=O)C3CC=CCC3C2=O)CC1)N1CCCCC1 (stereo not drawn) | -14 | 140 | 15% | 8 | 96 | 88 | -57% | 14 | 140
COCCCn1c(=S)[nH]c2ncccc2c1=O | -12 | 63 | 2% | · | · | · | 6% | 12 | 63
CC(=O)N1CCc2cc(S(=O)(=O)NC(Cc3ccccc3)C(=O)Nc3cc(C)ccn3)ccc21 (stereo not drawn) | -3 | 123 | -24% | 16 | 105 | 90 | -39% | 3 | 123
Cc1ccc2c(C)c(C(=O)Nc3c(C)n(C)n(-c4ccccc4)c3=O)oc2c1 | · | · | -1% | -3 | 97 | 100 | 2% | · | ·
CC(OC(=O)C1CCCO1)C(=O)NC1CCCC1 (stereo not drawn) | -16 | 208 | -1% | -23 | 96 | 119 | 11% | 16 | 208
CCCc1cc(-c2[nH]ncc2-c2ccc3c(c2)OCCCO3)c(O)cc1OC | -7 | 156 | 8% | -25 | 18 | 43 | -206% | 7 | 156
CN(C)c1ccc(C2N(C(=O)N3CCOCC3)CCN2S(=O)(=O)c2ccccc2)cc1 (stereo not drawn) | -5 | 122 | 7% | 3 | 111 | 107 | 7% | 5 | 122
COc1ccc(S(=O)(=O)N2CCC(C(=O)NCc3cccc(OC)c3)CC2)cc1 | -6 | 96 | 5% | -13 | 83 | 96 | -2% | 6 | 96
COC(=O)c1ccccc1NC(=O)CN(c1cc(OC)ccc1OC)S(C)(=O)=O | -5 | 69 | 2% | 14 | 89 | 74 | -58% | 5 | 69
CN(C)c1ccc(/C=C/c2ccncc2)cc1 | -4 | 120 | -32% | 4 | 94 | 90 | 17% | 3 | 120
CCN(CC)CCCn1c(=S)[nH]c2cc(C(=O)OC)ccc2c1=O | -23 | 160 | -2% | -1 | 74 | 75 | 12% | 23 | 160
Cc1csc(NC(=O)CSc2nnc(-c3ccoc3C)n2CCc2ccccc2)n1 | -6 | 117 | -6% | -20 | 59 | 79 | -52% | 6 | 117
O=S(=O)(c1ccc(C2CCCCC2)cc1)N1CCCC1 | · | · | -22% | 4 | 89 | 85 | 14% | · | ·
COc1ccc(OCC(=O)Nc2ccc(S(=O)(=O)N3CCOCC3)cc2)cc1 | -10 | 173 | -5% | 10 | 100 | 90 | 19% | 10 | 173
Cc1cc(-n2c(C)cc(C(=O)CN3C(=O)NC4(CCCCCC4)C3=O)c2C)no1 | -8 | 122 | -14% | -9 | 75 | 84 | 9% | 8 | 122
Cc1sc(NC(=O)CSc2nnc3scc(-c4ccccc4)n23)c(C#N)c1C | 5 | 183 | -47% | 6 | 98 | 92 | 8% | -5 | 183
CC(C)[C@H](NC(=O)C1(c2ccccc2)CCN(C(=O)OC(C)(C)C)CC1)C(=O)O | -17 | 138 | 1% | 4 | 88 | 84 | -32% | 17 | 138
Cc1cc(N2CCC(C(=O)NCC3CC3)CC2)nc(-c2ccccc2)n1 | 6 | 93 | 0% | 4 | 57 | 53 | -48% | -6 | 93
Cc1cccc(Cn2cnc3c(nnn3Cc3ccc(Cl)cc3)c2=O)c1 | · | · | -1% | 24 | 107 | 83 | 8% | · | ·
Cc1noc(C)c1COC(=O)CCc1ccc(S(=O)(=O)N2CCCCC2)cc1 | -13 | 128 | -1% | 18 | 92 | 74 | -36% | 13 | 128
CN(Cc1cccs1)CC(O)COCc1ccco1 (stereo not drawn) | 4 | 129 | -1% | 9 | 97 | 88 | -9% | -4 | 129
C=COC(=O)CSc1nc(-c2cccs2)ccc1C#N | -44 | 103 | -14% | 15 | 85 | 70 | -32% | ? | ·
CCOC(=O)N1CCN(C(=O)c2ccc(N(C)S(C)(=O)=O)cc2)CC1 | -4 | 145 | -7% | 8 | 101 | 93 | -20% | 4 | 145
c1ccc2sc(Cc3nnc4n3CCCCC4)nc2c1 | · | · | -6% | -11 | 89 | 100 | 7% | · | ·
Cn1c(CN2CCCC2)nc2cc(NC(=O)C3CCCCC3)ccc21 | -2 | 127 | 0% | · | · | · | -7% | 2 | 127
CC1CC(=O)Nc2ccccc2N1S(=O)(=O)c1ccccc1 (stereo not drawn) | -6 | 137 | 3% | · | · | · | -3% | 6 | 137
O=S(=O)(c1ccccc1)c1nc(Nc2ccccc2N2CCOCC2)sc1Cl | 8 | 97 | 6% | 6 | 75 | 69 | -46% | -8 | 97
O=S(=O)(NC1CCCC1)c1ccc(S(=O)(=O)N2CCN(c3ccccc3)CC2)cc1 | 4 | 174 | 9% | -5 | 67 | 72 | 7% | -4 | 174
O=C(NCC(=O)N(CCc1ccccc1)C(C(=O)NC1CCCCC1)c1ccncc1)c1ccco1 (stereo not drawn) | -26 | 199 | 8% | 8 | 89 | 81 | -35% | 26 | 199
Cc1ccc2[nH]c(=O)c(CN(CCCN3CCOCC3)Cc3nnnn3C3CCCC3)cc2c1 | -13 | 95 | 4% | 9 | 85 | 76 | -67% | 13 | 95
Cc1ccc(-c2csc(C3C(N)=NC(S)=C(C#N)C34CCCCC4)n2)cc1 (stereo not drawn) | 5 | 168 | -85% | · | · | · | -142% | -5 | 168
COc1ccc(/C(N)=N/OC(=O)c2ccc(C)c([N+](=O)[O-])c2)cc1OC | 17 | 189 | 1% | -69 | 24 | 93 | 16% | -17 | 189
O=C(Oc1cccc(NC(=O)c2ccco2)c1)c1ccc(Br)c(S(=O)(=O)N2CCCCC2)c1 | -13 | 165 | -27% | -24 | 53 | 77 | -66% | 13 | 165
CCCCOC(=O)Nc1nnc(CCOCC)s1 | -12 | 145 | -6% | -7 | 88 | 95 | -7% | 12 | 145
O=C(c1cccnc1)N1CCN(Cc2cccc(Br)c2)CC1 | 2 | 131 | 3% | · | · | · | -66% | -2 | 131
Cc1ccc2oc(=O)c3cnn(CC(=O)NCCN4CCOCC4)c3c2c1 | · | · | -1% | 14 | 93 | 79 | -3% | · | ·
O=S(=O)(Cc1cccc(F)c1)c1c[nH]c2ccccc12 | -7 | 167 | -13% | 8 | 98 | 90 | 24% | 7 | 167
CCOC(=O)c1ccc(NC(=O)Nc2ccc(S(N)(=O)=O)cc2)cc1 | 7 | 169 | -5% | -3 | 88 | 92 | 16% | -7 | 169
O=S(=O)(c1ccc(-c2csc(-c3cccnc3)n2)cc1)N1CCCCC1 | 7 | 92 | · | -21 | 47 | 68 | · | -7 | 92
COc1ccc(-c2c(=O)n(OCc3ccccn3)c3ccccc3[n+]2[O-])cc1OC | -6 | 143 | · | -3 | 83 | 85 | · | 6 | 143
Cc1nnc(-c2ccccc2)nc1N1CCOCC1 | 12 | 155 | -21% | · | · | · | 0% | -12 | 155
CCOC(=O)c1c(NC(=O)c2nc3n(n2)C(C(F)F)CC(C)N3)sc2c1CCCC2 (stereo not drawn) | 5 | 107 | -12% | 23 | 92 | 69 | -11% | -5 | 107
Cc1ccc(C(=O)OCC(=O)Nc2sc3c(c2C#N)CCCC3)cc1NC(=O)c1ccco1 | -5 | 76 | -28% | 2 | 89 | 87 | -65% | 5 | 76

A stretch taken from the entries so far, for reference:
SMILES | IL1B NFkB inh | IL1B NFkB inh cell count 2 µM | Bcl-B displacement | MRP reversal | MRP reversal cytotoxicity | MRP reversal with doxorubicin | PLAP inhibition | NFkB transloc pot | NFkB transloc pot cell count 2 µM
O=C(Oc1cccc(NC(=O)c2ccco2)c1)c1ccc(Br)c(S(=O)(=O)N2CCCCC2)c1 | -13 | 165 | -27% | -24 | 53 | 77 | -66% | 13 | 165
CCCCOC(=O)Nc1nnc(CCOCC)s1 | -12 | 145 | -6% | -7 | 88 | 95 | -7% | 12 | 145
O=C(c1cccnc1)N1CCN(Cc2cccc(Br)c2)CC1 | 2 | 131 | 3% | · | · | · | -66% | -2 | 131
Cc1ccc2oc(=O)c3cnn(CC(=O)NCCN4CCOCC4)c3c2c1 | · | · | -1% | 14 | 93 | 79 | -3% | · | ·
O=S(=O)(Cc1cccc(F)c1)c1c[nH]c2ccccc12 | -7 | 167 | -13% | 8 | 98 | 90 | 24% | 7 | 167
CCOC(=O)c1ccc(NC(=O)Nc2ccc(S(N)(=O)=O)cc2)cc1 | 7 | 169 | -5% | -3 | 88 | 92 | 16% | -7 | 169
O=S(=O)(c1ccc(-c2csc(-c3cccnc3)n2)cc1)N1CCCCC1 | 7 | 92 | · | -21 | 47 | 68 | · | -7 | 92
COc1ccc(-c2c(=O)n(OCc3ccccn3)c3ccccc3[n+]2[O-])cc1OC | -6 | 143 | · | -3 | 83 | 85 | · | 6 | 143
Cc1nnc(-c2ccccc2)nc1N1CCOCC1 | 12 | 155 | -21% | · | · | · | 0% | -12 | 155
CCOC(=O)c1c(NC(=O)c2nc3n(n2)C(C(F)F)CC(C)N3)sc2c1CCCC2 (stereo not drawn) | 5 | 107 | -12% | 23 | 92 | 69 | -11% | -5 | 107
Cc1ccc(C(=O)OCC(=O)Nc2sc3c(c2C#N)CCCC3)cc1NC(=O)c1ccco1 | -5 | 76 | -28% | 2 | 89 | 87 | -65% | 5 | 76

(next part)
SMILES | IL1B NFkB inh | IL1B NFkB inh cell count 2 µM | Bcl-B displacement | MRP reversal | MRP reversal cytotoxicity | MRP reversal with doxorubicin | PLAP inhibition | NFkB transloc pot | NFkB transloc pot cell count 2 µM
Cc1cc(-c2ccccc2)n2ncc(C#N)c2n1 | · | · | 11% | 17 | 110 | 93 | 10% | · | ·
O=C1N(Cc2ccccc2)CCCC12CCCN(Cc1ccccc1)C2=O | 2 | 155 | 1% | 8 | 100 | 92 | -48% | -2 | 155
CCn1c(SCC(=O)N2CCOCC2)nnc1-c1cccs1 | -13 | 202 | -1% | -28 | 82 | 109 | 14% | 13 | 202
Cc1cc(S(=O)(=O)N2CCN(c3ccccc3C)CC2)ccc1F | -26 | 120 | -17% | -4 | 61 | 66 | 30% | 26 | 120
Cc1ccc(S(=O)(=O)N2CCOCC2)cc1C(=O)Nc1ccc(-c2cn3ccsc3n2)cc1 | · | · | 0% | 16 | 90 | 75 | -51% | · | ·
C=CCn1c(SC(C)C(=O)NCc2ccc3c(c2)OCO3)nnc1C1CCCCC1 (stereo not drawn) | · | · | 5% | -2 | 72 | 74 | -77% | · | ·
CC(=O)N1CCN(c2ccc(NCc3ccccc3)cc2)CC1 | -9 | 182 | -7% | 9 | 79 | 70 | 5% | 9 | 182
COc1ccc(-c2nc(C)c(C(C)=O)n2O)cc1 | -8 | 161 | 0% | -21 | 82 | 103 | -5% | 7 | 161
CCOC(=O)Nc1cc(C(=O)OC)ccc1C | -18 | 167 | -15% | · | · | · | 14% | 18 | 167
